m5-HT2A agonist – agonists of mouse serotonin 5-HT2A receptor (HTR2A) | P35363 | CHO-K1 mHTR2A beta-arrestin complementation, luminescence; percent of 30 µM serotonin response | activation, % at 7.6 µM | hit rate 0.66% among 360,000 | AID 624169;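 active means activation above a run cutoff, the mean activation of all tested compounds plus 3 SD, cut at about 14% in these data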;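 further: 0% = plate median of compound wells and 100% = 30 µM serotonin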
CaV13 FRET inh – Disruptors of the CACNA1D IQ motif to Ca2+-dependent inactivation inhibitor domain association, primary screening, Förster resonance energy transfer in intact living …; inhibition, % at 12.3 µM; HEK cells, CFP/YFP FRET ICDI-IQ, plate reader, 10 min; percent FRET-ratio fall versus neutral wells; hit rate 0.098% among 340,000; AID 743397;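 active means mean replicate inhibition of at least 30% and at least 1% of replicates passing that level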;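 further: 0% = median of the neutral control wells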
H9c2 protect – modulators protecting cardiomyocytes from myocardial damage; H9c2 cardiomyocytes, H2O2 injury protection, ATPLite, 2 h; protection from H2O2 cell death, % at 20 µM; hit rate 0.63% among 360,000; AID 588492;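 active means compounds giving at least 50% protection of heart cells from peroxide-induced death in the single-dose screen, raw or plate-pattern-corrected value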;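 further: 0% = DMSO wells with peroxide and 100% = DMSO wells without peroxide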
ABCB6 inh MLPCN – inhibitors of human ABC transporter ABCB6; fluorescence ratio to DMSO, % at 10 µM; hit rate 0.19% among 360,000; K562-ABCB6 porphyrin accumulation, flow cytometry, 1 h; active compounds read low; Q9NP58;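 active means fluorescence ratio to DMSO below 75%, the collection mean minus 3 SD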;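 further: signal is porphyrin accumulated inside mitochondria; 100% equals median channel fluorescence of DMSO control wells; lower ratio means ABCB6 inhibition with less porphyrin fluorescence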
N-glyco inh – blocks N-linked glycosylation in D54 reporter cells; D54 ERlucT glycosylation luciferase reporter, 24 h; percent of 100 nM tunicamycin response; reporter increase, % at 12.5 µM; hit rate 0.23% among 360,000;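 active means mean luciferase reporter signal, scaled so untreated is 0 and the glycosylation-blocking control 100, at or above a set limit in every replicate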;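 further: luciferase carries N-glycosylation sites so blocking glycosylation raises the light; 0% = median of neutral control wells and 100% = median of 100 nM tunicamycin wells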
aDG glyco up – increases alpha dystroglycan glycosylation | activation, % at 10 µM | AID 624168 | Pro5-aDG cells, alpha-DG glycosylation AlphaScreen (IIH6); 0% Pro5, 100% B10-LARGE cell signal | hit rate 0.22% among 360,000;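 active means activation of at least 8% versus controls, or a plate z-score of at least 8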;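 further: Pro5 are CHO cells carrying HIG-tagged alpha-DG that lacks glycosylation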
MC4R barr agon – activates human MC4R beta-arrestin recruitment | P32245 | U2OS MC4R beta-arrestin complementation, luminescence; percent of melanotan II response, DMSO zero | activation, % at 8.9 µM | hit rate 0.98% among 360,000 | AID 540308;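 active means activation above a per-plate cutoff, the mean activation of sample wells on that plate plus 3 SD, cut at about 8% in these data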
Target sequence (P32245 whole entry, looked up): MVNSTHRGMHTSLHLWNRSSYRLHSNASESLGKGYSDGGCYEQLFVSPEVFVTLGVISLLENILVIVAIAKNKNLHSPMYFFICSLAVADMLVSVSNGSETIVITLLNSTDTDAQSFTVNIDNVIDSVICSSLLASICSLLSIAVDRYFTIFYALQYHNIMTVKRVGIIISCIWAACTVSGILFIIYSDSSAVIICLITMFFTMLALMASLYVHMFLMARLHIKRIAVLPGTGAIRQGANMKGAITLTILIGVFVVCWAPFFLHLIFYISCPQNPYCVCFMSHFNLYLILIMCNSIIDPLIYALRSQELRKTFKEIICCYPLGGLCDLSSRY
MC4R antagonist – blocks human MC4R cAMP signaling. hit rate 0.48% among 360,000. MC4R-expressing cells, MTII-stimulated cAMP, LANCE TR-FRET. inhibition, % at 6.5 µM. P32245;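 active means inhibition above its plate's cutoff, the mean of tested wells on that plate plus 3 SD, cut at about 29% in these data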;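 further: 0% = Melanotan II alone and 100% = Melanotan II plus saturating MCL0020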
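system = U2OS cells with stable human MC4R expression | also added = Melanotan II challenge after compound preincubation | dosing = one concentration, 6.5 µM nominal | incubation = compound 30 min, challenge 1 h, detection 1 h | measured by = TR-FRET with Eu-cAMP and labeled anti-cAMP, 671 nm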
PDI turbidity – blocks human protein disulfide isomerase activity. AID 588391. PDI insulin aggregation turbidity, A650, 90 min. inhibition, % at 10 µM. hit rate 0.052% among 350,000;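 active means mean inhibition across replicates of 30% or more, whatever share of single replicates reach that level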;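 further: absorbance from insulin aggregation driven by PDI reduction with DTT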
Target sequence (P07237 whole entry, looked up): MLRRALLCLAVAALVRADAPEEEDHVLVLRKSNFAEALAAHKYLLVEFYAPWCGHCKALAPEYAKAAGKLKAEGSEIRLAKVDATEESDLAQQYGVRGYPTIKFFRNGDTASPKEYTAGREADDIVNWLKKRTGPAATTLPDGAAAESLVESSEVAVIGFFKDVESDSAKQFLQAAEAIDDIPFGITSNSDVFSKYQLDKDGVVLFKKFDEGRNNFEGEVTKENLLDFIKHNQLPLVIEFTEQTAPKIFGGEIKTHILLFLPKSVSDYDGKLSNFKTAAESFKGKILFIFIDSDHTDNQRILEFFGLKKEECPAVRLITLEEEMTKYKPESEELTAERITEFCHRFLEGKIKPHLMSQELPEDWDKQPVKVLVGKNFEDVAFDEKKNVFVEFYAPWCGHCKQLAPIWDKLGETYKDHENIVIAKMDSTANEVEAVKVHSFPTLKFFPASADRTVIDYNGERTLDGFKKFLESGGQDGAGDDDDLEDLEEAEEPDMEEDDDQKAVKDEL
Vif inh – blocks HIV Vif function. inhibition, % at 7.49 µM. HEK293T cells, Vif self-association by quenched fluorescence, imaging, 24 h. hit rate 0.35% among 340,000. AID 602346; in the data active means inhibition above about 50%, passing the limit was not always enough; further: some results filed as inactive read as strong as hits
The depositor's hits bear a star; · = not tested or not shown.

SMILES	m5-HT2A agonist	CaV13 FRET inh	H9c2 protect	ABCB6 inh MLPCN	N-glyco inh	aDG glyco up	MC4R barr agon	MC4R antagonist	PDI turbidity	Vif inh
Cc1cccc(/C(N)=N/OC(=O)CCc2ccccc2)c1	-3	-9	-7	103	1	-0.2	2.0	3	4	-2
CCCNC(=S)N1CCN(c2nc(C)nc3sc4c(c23)CCCC4)CC1	-1	-2	9	100	-2	0.5	-0.8	2	-3	-4
O=C(CCOc1ccccc1)N1CCN(S(=O)(=O)c2ccccc2F)CC1	-2	-7	-2	101	-2	0.5	-2.3	2	-2	-3
CC(=O)Nc1ccc(C(=O)COC(=O)c2ccco2)c(F)c1	-10	-1	-6	95	0	0.0	-1.9	4	1	5
CSc1nnc(-c2ccco2)c(-c2ccco2)n1	-1	-5	20	89	3	-0.3	-1.6	6	10	6
CC(=O)Nc1ccc(NC(=O)CCC(=O)Oc2ccc(C)cc2)cc1	3	-20	-6	98	5	0.1	0.6	5	4	9
CCc1cc(=O)oc2cc(C)cc(OCC(=O)NC3CCN(Cc4ccccc4)CC3)c12	-7	-6	5	97	-3	-0.1	0.8	7	-8	-6
Cc1c(CCC(=O)O)c(=O)oc2cc3occ(-c4ccccc4)c3cc12	6	-3	-5	98	0	0.0	-1.4	2	2	10
CC1=C(C#N)S(=O)(=O)C(C#N)C(c2ccccc2)C1 (centres undefined)	-1	-2	5	106	2	0.0	-2.0	5	6	2
CCOC(=O)c1cc(CC)sc1NC(=O)CN1C(=O)C(=O)N(CC(C)C)C1=O	-1	-3	0	101	0	0.1	-2.2	7	-2	-7
COc1ccc2cc(C(=O)NCCc3ccccc3)[nH]c2c1	6	-20	5	95	0	0.0	2.5	0	13	-7
CCOc1nc(SCCOc2ccccc2)nc(N(C)C)n1	-2	-5	-5	99	-2	0.6	1.9	3	-3	-34
C[C@H](CO)N1C[C@H](C)[C@H](CN(C)S(=O)(=O)c2ccc(Oc3ccccc3)nc2)OCc2cnnn2CCCC1=O	-1	-5	-2	104	-1	-0.1	-0.8	13	-2	·
O=C(NCC1CCCO1)C1CC1(c1ccccc1)c1ccccc1 (centres undefined)	-2	-6	1	98	-3	-0.3	-1.6	12	-2	·
Cc1c(Cl)c([N+](=O)[O-])nn1CC(=O)N1CCCc2ccccc21	2	-3	-1	95	-2	0.1	-2.6	0	-6	0
CCc1cc(=O)oc2cc(C)cc(O)c12	3	-3	-5	98	2	0.0	2.7	15	·	-30
CC(=O)Nc1c(C)nn(C(C)=O)c1C	2	-2	-2	105	3	-0.2	-1.2	6	-13	-4
CCc1sc(C(=O)N2CCN(c3ccc(F)cc3)CC2)cc1C	-9	-7	-2	87	2	0.1	0.9	2	0	-7
Cc1ccccc1COc1ccc(/C=C(\C#N)C(N)=O)cc1	-4	-2	7	99	-4	-0.3	7.4	0	9	22
CC(=O)c1c(C)[nH]c(C(=O)OCC(=O)Nc2cc(Cl)ccc2[N+](=O)[O-])c1C	11	2	-25	89	-4	3.3	-4.2	-24	5	-4
Cc1cc(Oc2ccccc2)nc(N)n1	-1	-8	-2	97	0	0.1	-0.3	3	-2	3
O=C(NN1CCCCCC1)c1ccccc1F	1	-2	5	96	2	0.0	1.2	12	-3	3
CCn1cc(C(=O)NCCCOC)c(=O)c2cc(S(=O)(=O)N3CCCC3)ccc21	2	-3	-2	93	-1	0.1	-0.4	0	6	0
COc1ccc(-c2cc(C(=O)N3CCCC3)c3ccccc3n2)cc1	-1	-15	-10	96	-2	-0.3	-2.1	0	3	-5
O=C(O)C1C(C(=O)Nc2ccc(Cl)cc2)C2C=CC1C21CC1 (centres undefined)	2	-6	-3	99	4	0.0	-1.0	-3	19	5
CCCN(CCC)c1nc2ccccc2n2c(C)nnc12	-1	-4	-11	88	4	0.5	-1.9	-5	-4	-5
CC1CN(C(=O)c2ccc(NS(=O)(=O)c3cccc(Cl)c3)cc2)CC(C)O1 (centres undefined)	0	-2	2	96	2	0.1	-1.8	3	-12	4
COc1ccc(NC(=O)CSc2nc3ccccc3c(=O)n2CCCN2CCC(C)CC2)c(OC)c1	61*	-18	-12	99	-8	0.3	-2.7	4	-1	6
CC(C)(C)c1ccc(OCC(O)CNC(=O)c2ccccc2C(=O)O)cc1 (centres undefined)	8	·	-6	96	1	0.3	0.1	-1	-5	·
CCCCCCOc1ccc(N2C(=O)CC(N3CCN(CCN=CC4C(=O)CC(C)(C)CC4=O)CC3)C2=O)cc1 (centres undefined)	-1	-7	-9	97	-1	0.7	-1.8	17	3	-7
COc1ccccc1N(CC(O)Cn1c2ccccc2c2ccccc21)S(=O)(=O)c1ccccc1 (centres undefined)	-1	-17	-8	100	-9	0.0	0.7	4	3	-5
CCCCNC(=O)c1c(CSc2ccc(Cl)cc2)noc1C(=O)NCCC	-6	-10	-3	98	0	0.2	3.3	6	0	-1
COc1ccc(C(F)(F)F)cc1N/C=C/c1nnnn1-c1ccc2ccccc2c1	5	-5	-4	99	0	0.0	2.2	3	-1	3
O=c1oc2ccccc2c(N2CCCC2)c1CN1CCCC1	3	-7	4	96	2	-0.2	1.9	-7	5	-6
O=C(Nc1cccc(Cl)c1)N1CCCC1	-3	-6	3	97	1	-0.2	1.6	19	3	0
CN(CC(=O)Nc1cccc(F)c1)C(=O)c1ccc(S(=O)(=O)N2CCCC2)cc1	-1	-3	-1	93	2	0.4	-2.8	10	-1	-1
COc1ccc(CCNC(=O)Cn2cccc2C(=O)c2ccccc2)cc1OC	3	-3	-1	106	0	0.3	-0.2	-4	-2	2
COc1cc(C#Cc2c(-c3cncn3C)n(C)c3ccc(-c4ccc(OC)c(OC)c4)cc23)cc(OC)c1	6	-5	29	93	-8	3.6	-0.4	0	14	1
CC1(C)COCN1C(=O)c1ccc(Cl)c(Cl)c1	2	-3	-1	100	-1	0.2	0.0	5	7	-3
CCCOC(=O)Nc1sc2c(c1C(N)=O)CCCC2	2	-6	-5	87	-1	-0.1	-1.7	-2	4	0

Another view of twelve compounds above:
canonical_smiles,m5-HT2A agonist,CaV13 FRET inh,H9c2 protect,ABCB6 inh MLPCN,N-glyco inh,aDG glyco up,MC4R barr agon,MC4R antagonist,PDI turbidity,Vif inh
CCn1cc(C(=O)NCCCOC)c(=O)c2cc(S(=O)(=O)N3CCCC3)ccc21,2,-3,-2,93,-1,0.1,-0.4,0,6,0
COc1ccc(-c2cc(C(=O)N3CCCC3)c3ccccc3n2)cc1,-1,-15,-10,96,-2,-0.3,-2.1,0,3,-5
O=C(O)C1C(C(=O)Nc2ccc(Cl)cc2)C2C=CC1C21CC1 (centres undefined),2,-6,-3,99,4,0.0,-1.0,-3,19,5
CCCN(CCC)c1nc2ccccc2n2c(C)nnc12,-1,-4,-11,88,4,0.5,-1.9,-5,-4,-5
CC1CN(C(=O)c2ccc(NS(=O)(=O)c3cccc(Cl)c3)cc2)CC(C)O1 (centres undefined),0,-2,2,96,2,0.1,-1.8,3,-12,4
COc1ccc(NC(=O)CSc2nc3ccccc3c(=O)n2CCCN2CCC(C)CC2)c(OC)c1,61*,-18,-12,99,-8,0.3,-2.7,4,-1,6
CC(C)(C)c1ccc(OCC(O)CNC(=O)c2ccccc2C(=O)O)cc1 (centres undefined),8,·,-6,96,1,0.3,0.1,-1,-5,·
CCCCCCOc1ccc(N2C(=O)CC(N3CCN(CCN=CC4C(=O)CC(C)(C)CC4=O)CC3)C2=O)cc1 (centres undefined),-1,-7,-9,97,-1,0.7,-1.8,17,3,-7
COc1ccccc1N(CC(O)Cn1c2ccccc2c2ccccc21)S(=O)(=O)c1ccccc1 (centres undefined),-1,-17,-8,100,-9,0.0,0.7,4,3,-5
CCCCNC(=O)c1c(CSc2ccc(Cl)cc2)noc1C(=O)NCCC,-6,-10,-3,98,0,0.2,3.3,6,0,-1
COc1ccc(C(F)(F)F)cc1N/C=C/c1nnnn1-c1ccc2ccccc2c1,5,-5,-4,99,0,0.0,2.2,3,-1,3
O=c1oc2ccccc2c(N2CCCC2)c1CN1CCCC1,3,-7,4,96,2,-0.2,1.9,-7,5,-6

Other structures
SMILES	m5-HT2A agonist	CaV13 FRET inh	H9c2 protect	ABCB6 inh MLPCN	N-glyco inh	aDG glyco up	MC4R barr agon	MC4R antagonist	PDI turbidity	Vif inh
CC(C)OCCCNC(=O)CNC(=O)c1ccc(Cl)c(Cl)c1	-1	-20	14	104	-1	0.0	-2.2	4	-1	4
CCC1OC(c2ccc([N+](=O)[O-])cc2)=Nc2ccccc21 (centres undefined)	-3	-3	7	94	-6	-0.2	-0.7	6	-2	1
CC(=O)N(C1=C(N)C(=O)c2ccccc2C1=O)c1ccccc1	-6	-19	-9	100	6	4.1*	-1.1	-14	5	12
O=C(NC1CC1)c1ccc2sc([C@H]3C[C@H](O)[C@@H](CO)O3)nc2c1	8	-5	8	86	4	-0.2	-0.6	-6	22	2
CC(=O)NS(=O)(=O)c1cccnc1Nc1ccc(Cl)c(Cl)c1	0	·	-9	112	0	-0.1	0.6	-1	-26	-1
CCOC(=O)C1=C(O)/C(=C/c2ccc(OCC(=O)O)c(OCC)c2)SC1=Nc1ccccc1	-2	4	-10	84	2	-0.2	-1.3	-18	-4	-4
CC(=O)Nc1cccc(N(C)C)c1	1	-5	-4	108	1	-0.1	2.2	-7	-1	2
CCN1CCc2c(OCC(=O)N3CCCc4ccccc43)cccc2C1=O	1	-7	7	84	-1	0.3	-0.9	-2	0	-8
COc1ccc(CNC(=O)c2ccc3c(c2)N(C)CCS3)cc1	-7	-3	-6	99	2	0.6	0.4	10	·	-4
CC(=O)Nc1ncc(Sc2ccc([N+](=O)[O-])cc2)s1	20*	-8	0	102	-1	-0.2	-3.0	-4	-4	-2
CNC(=O)c1nn(-c2ccccc2)ccc1=O	1	1	6	106	0	-0.1	1.1	9	2	8
COCCNC(=O)c1cc(-c2ccccc2C)nn1CC1CC(c2cccnc2)=NO1 (centres undefined)	-5	-4	8	88	1	0.0	0.1	0	-3	2
CCOC(=O)Cc1csc(NC(=O)c2sc3nc4ccc(CC)cc4cc3c2N)n1	2	-10	4	179	-2	0.1	1.0	-4	-1	-2
CC(C)OC(=O)N(C)C[C@@H]1OCc2cn(nn2)CCCC(=O)N([C@H](C)CO)C[C@H]1C	9	-3	-1	98	0	0.1	2.5	-4	7	-3
Cc1ccccc1N1C(N)=NC(N)=NC1(C)C	4	·	·	92	0	·	-1.4	-10	·	20
CC(C(=O)Nc1ccccc1-c1ccccc1)N(C)Cc1nc2ccccc2c(=O)[nH]1 (centres undefined)	3	-2	7	94	12	0.5	1.9	5	-6	-5
Cc1ccc(Oc2ccccc2/C=C/C(=O)O)cc1	2	-5	18	99	0	3.0	-0.6	1	-3	·
CC1(C(=O)Nc2cccc(C#N)c2)CCN1C(=O)C1(c2ccccc2)CC1 (centres undefined)	2	-13	3	97	-1	-0.1	-1.3	-2	0	·

Screening results as filed in PubChem BioAssay.
